# Assay outcomes: PubChem, several laboratories
# GPR55 antagonists = GPR55 antagonists blocking LPI-driven arrestin recruitment, primary screen, imaging, U2OS, beta-arrestin-GFP, LPI agonist (AID 2013); one-dose inhibition, % at 10 µM; IC50 in µM for titrated hits; U2OS GPR55 beta-arrestin-GFP translocation imaging, LPI antagonism; higher % means a stronger effect; hit rate 0.13% among 290,000; G-protein coupled receptor 55 (Homo sapiens);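 active means spots per cell inhibited over 60%, with over 100 cells counted and total cytoplasm intensity under 500,000; inconclusive means wells with under 100 cells, flagged as likely toxic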;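 further: U2OS cells stably carrying GPR55 and arrestin-GFP stimulated by 5 µM LPI near EC80; imaged beta-arrestin-GFP aggregate spots per cell after agonist stimulation; plate controls were LPI-stimulated DMSO wells for no effect and DMSO wells without LPI for full effect; some results filed as inactive read as strong as hits; confirmed hits need IC50 under 10 µM and bright autofluorescent wells are also inconclusive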
# NS5 inhibitors = Dengue-2 NS5 methyltransferase inhibitors, primary screen, biochemical, confirmation dose response (AID 588689); Genome polyprotein (Dengue virus type 2 (strain 16681-PDK53)); Dengue-2 NS5 methyltransferase capping enzyme assay, biochemical; higher % means a stronger effect; one-dose inhibition, % at 25 µM; IC50 in µM for titrated hits; hit rate 0.3% among 340,000; in the data active means a potency from the dose series; inconclusive means inhibition above about 29% without an active follow-up result
# GPR35 antagonists = GPR35 antagonists blocking zaprinast-driven arrestin recruitment, primary screen, imaging, U2OS, beta-arrestin-GFP, zaprinast agonist (AID 2058); one-dose inhibition, % at 10 µM; IC50 in µM for titrated hits; U2OS GPR35 beta-arrestin-GFP translocation imaging, zaprinast antagonism; higher % means a stronger effect; hit rate 0.052% among 290,000;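 active means inhibition of at least 50% with at least 30 cells and total cytoplasm GFP at most 10,000,000; inconclusive means under 30 cells or total GFP of 10,000,000 plus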
# Rac1 GTP hydrolysis = MgcRacGAP GTPase-activating activity inhibitors, confirmation, biochemical, ADP Hunter fluorescence; Rac GTPase-activating protein 1 (Homo sapiens); MgcRacGAP-stimulated Rac1 GTP hydrolysis, ADP Hunter fluorescence; higher % means a stronger effect; GST-tagged Rac1 F28L mutant substrate; inhibition, % at 30 µM; hits with a dose series show IC50 in µM; AID 624330, 2012; hit rate 0.6% among 340,000;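 active means first-screen hits whose inhibition reached a set limit at any dose in the follow-up dose series; inconclusive means inhibition above the set first-screen limit but never retested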;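 further: fluorescence reports GDP produced by GAP-driven GTP hydrolysis; strong numbers were not always called active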
# GPR55 activation = GPR55 agonists via beta-arrestin recruitment, primary screen, imaging, U2OS cells, beta-arrestin-GFP redistribution (AID 1961). G-protein coupled receptor 55 (Homo sapiens). U2OS GPR55 beta-arrestin-GFP redistribution imaging; higher % means a stronger effect. activation, % at 10 µM, or EC50 in µM where a hit was titrated. hit rate 0.048% among 290,000;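 active means activation above 40% with more than 50 cells counted in the well; inconclusive means wells holding fewer than 50 cells, flagged as toxic or sparse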;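 further: U2OS osteosarcoma cells stably expressing GPR55 and beta-arrestin-GFP; plate controls were DMSO negative control for no effect and LPI positive control for full effect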
# NTR1 agonist = agonists of NTR1, primary screen, imaging, U2OS cells, beta-arrestin-GFP, high content (AID 493036); Neurotensin receptor type 1 (Homo sapiens), P30989; NTR1-U2OS beta-arrestin-GFP spot imaging, agonist mode; activation, % at 20 µM; hit rate 0.17% among 330,000;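 active means activation at or above 40% of the spot to cytoplasm intensity ratio, with at least 20 cells analyzed; inconclusive means wells under 20 cells, flagged as cytotoxic or low count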;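 further: 0% = DMSO without peptide and 100% = 100 nM NTR1 peptide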
# Target sequence (P30989 whole entry, looked up): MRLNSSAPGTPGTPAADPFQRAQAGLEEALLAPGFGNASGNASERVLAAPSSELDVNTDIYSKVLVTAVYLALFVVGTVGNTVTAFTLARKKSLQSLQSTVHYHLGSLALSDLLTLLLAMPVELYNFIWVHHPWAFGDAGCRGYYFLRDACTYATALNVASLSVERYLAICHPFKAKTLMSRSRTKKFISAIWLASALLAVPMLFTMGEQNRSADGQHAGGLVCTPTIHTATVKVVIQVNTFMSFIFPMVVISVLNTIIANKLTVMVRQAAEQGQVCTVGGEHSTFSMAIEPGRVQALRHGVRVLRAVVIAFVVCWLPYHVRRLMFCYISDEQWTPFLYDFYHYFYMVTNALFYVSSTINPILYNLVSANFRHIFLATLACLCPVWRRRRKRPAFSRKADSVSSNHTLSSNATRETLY
# AID2073 = inhibitors of Mint1-CaV2.2 protein interaction, biochemical, HTRF (AID 2073); one-dose inhibition, % at 20 µM; IC50 in µM for titrated hits; Voltage-dependent N-type calcium channel subunit alpha-1B (Homo sapiens); hit rate 0.19% among 290,000; HTRF protein-protein interaction, Mint1-CaV2.2; higher % means a stronger effect; in the data active means inhibition mostly above about 51%, no sharp cut-off; inconclusive means no clear call, values can overlap the other calls; inactive means mostly below about 53%; further: some results filed as inactive read as strong as hits
# Large T inhibition = SV40 large T antigen inhibitors, biochemical (AID 1903). SV40 large T antigen ATPase/helicase inhibition assay; higher % means a stronger effect. inhibition, % at 20 µM, or IC50 in µM where a hit was titrated. hit rate 0.39% among 310,000; in the data active means a potency from the dose series; inconclusive means inhibition mostly from about 32% at the one dose, without a potency; inactive means the rest, 99 in 100 with inhibition below about 32%; further: strong numbers were not always called active
# Yfh1-off respiration = enhancers of respiration in Yfh1-depleted yeast, dose response, Friedreich's ataxia, plus single-dose screen (AID 1465) | S. cerevisiae Yfh1-off respiration, WST-1 reduction, 72 h; higher fold induction means a stronger effect | one-dose fold induction at 50 µM; EC50 in µM for titrated hits | hit rate 0.074% among 220,000;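 active means fold induction of absorbance versus untreated yeast above a set limit, then at least 30% activation at any dose in follow-up; inconclusive means repeats straddling the limit, or above it without dose testing; inactive means fold induction below the set limit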;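 further: activators that raise dye reduction in frataxin-depleted yeast; strong numbers were not always called active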
# NTR1 agonist cell count 20 µM = recorded beside NTR1 agonist, whose call it bears; cell count; measured here: cell count, cytotoxicity flag
# Starred values were filed as active, the others as inactive; i = inactive; ? = inconclusive; . = not tested or not shown. No enrichment for hits; about 1.7% have a hit in one of these screens.
# Screens in order: Large T inhibition	NTR1 agonist	Rac1 GTP hydrolysis	NS5 inhibitors	GPR55 antagonists	NTR1 agonist cell count 20 µM	GPR55 activation	AID2073	Yfh1-off respiration	GPR35 antagonists
- COc1ccc(C)cc1NC(=O)CSc1nnc(COc2ccccc2)n1Cc1ccco1
→ 9%	0.7	13%	-15%	-2%	73	0.2%	-6%	.	-17%
- CC(C)C(=O)Nc1ccc2c(c1)C(=O)N(CCC(=O)O)C2=O
→ -8%	-0.7	0%	-7%	-11%	35	0.1%	-1%	i	13%
- CN(C)C(N)=NCCC[C@H](N)C(=O)O
→ 8%	0.6	-1%	-4%	.	58	.	.	i	.
- CCn1c(NCc2cc(Cl)ccc2O)nc2ccccc21
→ 7%	5.5	9%	6%	0%	71	0.0%	6%	i	-12%
- Cc1nnc(-c2ccc(Oc3ccc(C)c(C)c3)c([N+](=O)[O-])c2)o1
→ -57%	-0.2	-6%	1%	-1%	52	0.1%	1%	i	-7%
- CN1C(=O)C2ON(c3ccccc3)C(c3cccs3)C2C1=O (stereo unspecified)
→ 3%	-2.8	5%	0%	5%	62	-0.2%	-3%	i	0%
- NS(=O)(=O)c1ccc(CCNC(=O)CSc2ccc([N+](=O)[O-])cc2)cc1
→ 11%	2.7	8%	-8%	0%	48	0.9%	-7%	.	11%
- Cc1ccc2cc3c(NC(=O)CC(C)C)nn(C)c3nc2c1
→ 11%	-0.2	3%	-7%	11%	54	0.2%	26%	i	12%
- CNc1n[nH]c(=S)s1
→ 66%	5.0	17%	-4%	-5%	43	-0.1%	-15%	i	-5%
- CCCCCCC(CC(=O)NCc1cccnc1)CC(=O)NCc1cccnc1
→ 8%	0.3	-3%	-2%	10%	61	0.3%	8%	.	-2%
- CN(C)[C@@H](CO)c1nnc([C@H](CCC(=O)O)NC(=O)C2CCNCC2)o1
→ 8%	1.4	2%	-1%	0%	61	-0.1%	-4%	i	-6%
- CC(C)c1ccc(NC(=S)N2CCCC2)cc1
→ 10%	1.2	-10%	1%	26%	65	-0.1%	2%	.	-18%
- O=C(O)c1cc(-c2ccc3c(c2)OCCO3)n[nH]1
→ 5%	0.6	5%	.	8%	32	0.1%	4%	i	5%
- O=C(CN1CCN(c2ccc(O)cc2)CC1)NC(=O)NCc1ccco1
→ 37%	0.4	53µM*	21%	1%	32	0.4%	-38%	i	-11%
- CCCc1cc(C(=O)Nc2ccc(C(=O)c3ccc(F)cc3)cc2)n(C)n1
→ 14%	2.4	6%	0%	-2%	50	0.4%	-1%	.	-6%
- O=C(c1ccc(OC2CCN(CCc3ccccc3)CC2)cc1)N1CCCCC1CCCO (stereo unspecified)
→ 4%	0.1	5%	-3%	11%	59	-0.1%	3%	.	10%
- CCOC(=O)N1CCN(C(=O)Cn2nc(-c3ccc(Cl)cc3)ccc2=O)CC1
→ 3%	3.3	3%	1%	-8%	64	-0.1%	4%	.	-2%
- CN(Cc1cccc(-n2cccn2)c1)Cc1cn(C)nc1-c1ccccc1F
→ .	1.4	13%	-5%	7%	94	0.3%	-2%	i	10%
- O=C(/C=C/c1ccccc1)N1CCOCC1
→ 25%	-0.8	9%	-7%	-1%	70	0.0%	16%	.	10%
- O=c1c2c(-c3ccccc3)ccnc2[nH]n1-c1ccccc1
→ 4%	1.6	14%	-2%	10%	75	-0.2%	-5%	.	13%
- C(=N\n1cnnc1)/c1ccc(N2CCOCC2)s1
→ 36%	4.0	10%	-6%	7%	45	-0.2%	-14%	i	1%
- Cc1ccccc1-n1c(-c2ccc(Cl)cc2)cnc1SCC(=O)NC1CCS(=O)(=O)C1 (stereo unspecified)
→ 5%	1.1	7%	-10%	3%	44	0.1%	-1%	i	15%
- O=C(NC1CC2CCCC(C1)N2C1CC1)NC12CC3CC(CC(C3)C1)C2 (stereo unspecified)
→ .	.	.	.	4%	.	-0.1%	0%	.	6%
- O=C(Nc1ccc(F)c(F)c1)c1ccccc1-c1ccccc1
→ 14%	1.6	8%	-8%	-9%	42	-0.2%	-2%	i	-21%
- CN(C)CCNc1oc(COc2ccc(Cl)cc2Cl)nc1C#N
→ 11%	3.1	12%	11%	21%	87	0.3%	-10%	i	-9%
- CC(C)COc1cccc(C(=O)Nc2ccc(CN3CCOCC3)cc2)c1
→ 5%	-1.9	4%	-1%	11%	78	-0.1%	10%	.	7%
- O=C(c1ccco1)N1CCN=C1SCc1c(F)cccc1Cl
→ 11%	-1.0	4%	-10%	-1%	47	0.2%	?	i	14%
- CCc1ccc2[nH]c(C(=O)N(C)c3ccc(F)cc3F)cc2c1
→ 10%	1.5	9%	-8%	-1%	98	-0.1%	6%	.	19%
- COc1ccccc1NC(=O)N1CCCC1C(=O)NCCc1ccccc1 (stereo unspecified)
→ 0%	1.6	1%	1%	-7%	84	-0.1%	3%	.	11%
- Cc1cccc2cc(COC(=O)c3cccnc3)c(=O)[nH]c12
→ 11%	0.6	-5%	1%	3%	55	-0.2%	6%	i	-2%
- CCn1c(CNC(=O)COc2ccc(C(C)C)cc2)nnc1SCC(=O)Nc1cc(F)ccc1C
→ 3%	0.4	5%	0%	-30%	46	0.0%	-2%	i	4%
- Oc1cccnc1Sc1cccc(C(F)(F)F)c1
→ 21%	-0.8	13%	2%	.	53	.	.	.	.
- CN1C(=O)C2(N=c3ccccc3=N2)c2ccccc21
→ 2%	0.7	16%	-3%	-8%	31	-0.1%	8%	i	12%
- Cc1ccc(-c2nn(-c3ccccc3)cc2C(=O)NCCCN2CCOCC2)cc1
→ 2%	-0.5	2%	-2%	-13%	48	0.4%	11%	.	9%
- CC(C)(C)c1ccc(NC(=O)C2CCCN(c3cnccn3)C2)cc1 (stereo unspecified)
→ 3%	0.6	6%	-1%	3%	42	0.2%	6%	.	-10%
- COc1cc(OC)cc(C(=O)N[C@H](C(=O)NCCc2c[nH]c3ccccc23)C(C)C)c1
→ 6%	0.4	-5%	-8%	12%	51	-0.3%	7%	i	0%
- CN(C)C(=O)COC(=O)c1ccccc1Sc1ccccc1C#N
→ 0%	-1.5	3%	-4%	7%	48	0.1%	-10%	i	-7%
- CCOC(=O)Cc1csc(SCn2nnc3ccccc3c2=O)n1
→ -2%	1.5	12%	5%	-6%	47	-0.3%	8%	i	13%
- COc1ccccc1/C=c1\sc2nc(-c3ccco3)nn2c1=O
→ 22%	9.0	14%	20%	-6%	58	0.0%	35%	i	-1%
- CN(CC(=O)Nc1ccc(Cl)c(C(F)(F)F)c1)C(=O)c1cn2ccccc2n1
→ 15%	2.9	8%	1%	.	59	.	.	.	.
- COc1cccc(/C=N/NC(=O)C(=O)NCc2ccco2)c1O
→ -2%	-0.7	6%	-8%	8%	56	0.1%	14%	i	-8%
- Cc1cccc(NC(=S)N(CCCN2CCOCC2)Cc2cn(C)c3ccccc23)c1
→ 7%	3.8	-6%	-8%	4%	67	0.9%	-8%	i	4%
- COc1ccc(S(=O)(=O)Nc2ccccc2Cl)cc1NC(C)=O
→ 11%	2.6	5%	4%	-8%	32	0.2%	1%	i	1%
- CC(C)c1ccc(NC(=O)CSc2nc(=O)[nH]c3c2CCCC3)cc1
→ 4%	4.2	6%	-4%	.	66	.	.	.	.
- CS(=O)(=O)c1[nH]nc(-c2ccccc2Cl)c1C#N
→ 5%	2.3	.	.	10%	54	-0.2%	5%	i	-4%
- O=C1CCCc2c1cc(C(=O)NCCCN1CCOCC1)c(=O)n2-c1ccc(Cl)cc1
→ 14%	-3.3	6%	1%	9%	52	-0.1%	4%	i	8%
- Cc1cn2c(N)c(C=C3C=C(Cl)C(=O)C(Cl)=C3)c(=O)nc2s1
→ 12%	0.0	8%	?	-13%	99	-0.1%	0%	i	3%
- CC(C)(C)n1nnnc1C(c1ccc(F)cc1)N1CCC(C(N)=O)CC1 (stereo unspecified)
→ 4%	-0.1	6%	-9%	1%	46	0.2%	8%	i	9%
- Cc1cccc(C(=O)c2c(N)sc3c2CCCC3)c1
→ 9%	0.3	11%	12%	8%	45	0.2%	-15%	i	-5%
- COc1ccc(C(CNC(=O)c2ccc(S(=O)(=O)N3CCCC3)cc2)N(C)C)cc1OC (stereo unspecified)
→ -2%	0.0	1%	-6%	0%	52	-0.5%	6%	i	11%
- CC(=O)n1cc(N(C(=O)CCl)c2ccccc2)c2ccccc21
→ 3%	16	3%	-5%	26%	51	3.8%	-5%	i	12%
- C[C@@H](NCCc1ccc(O)cc1)[C@@H](O)c1ccc(O)cc1
→ 20%	0.4	-4%	-4%	.	55	.	.	i	.
- O=C(COc1ccc2c(-c3ccccc3)cc(=O)oc2c1)NCCCN1CCOCC1
→ 16%	0.5	14%	-3%	-10%	77	-0.1%	8%	.	9%
- COc1ccc(NC(=O)c2nc[nH]c2C(=O)N2CCC(C)CC2)cc1
→ 23%	0.9	11%	-11%	-1%	49	0.6%	9%	i	6%
- CCc1nnc(NC(=O)CCC(=O)NC2CC2)s1
→ 12%	-0.6	-1%	-10%	4%	52	-0.1%	0%	.	-4%
- Cc1ccc(NC(=S)NNC(=O)Cn2nc([N+](=O)[O-])cc2C)cc1
→ 14%	-1.0	4%	-18%	-5%	63	-0.1%	-27%	i	5%
- Cc1noc(/C=C/N(C)C)c1S(=O)(=O)N1CCCC(C(=O)NC2CCCCC2)C1 (stereo unspecified)
→ 9%	4.4	6%	3%	-3%	58	-0.1%	1%	i	-2%
- Nc1nc(CSc2nc3ccccc3[nH]2)cs1
→ 0%	1.1	8%	-17%	-6%	60	-0.6%	18%	i	-1%
- COc1cccc(-c2nc(CS(=O)(=O)CC(=O)NC3CCCc4ccccc43)c(C)o2)c1 (stereo unspecified)
→ 7%	6.7	2%	-4%	-8%	74	-0.2%	4%	i	-10%
- O=C(c1ccc2nccnc2c1)N1CCCC(N2CCN(c3ccc(F)cc3)CC2)C1 (stereo unspecified)
→ 8%	0.5	5%	-3%	-18%	43	-0.1%	8%	.	5%
